Bioassay records (PubChem BioAssay)
PP5 inh – inhibitors of human protein phosphatase 5 (PP5); inhibition, % at 6.7 µM; AID 1987; actives 0.18% (n = 320,000); purified PP5c, OMFP substrate fluorescence;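 active = inhibition above the campaign's mean inhibition across all tested compounds plus 3 SD, cut at about 9.5% in these data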;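 note: 0% = DMSO only and 100% = 100 µM cantharidin control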
Target sequence (P53041 whole entry, looked up): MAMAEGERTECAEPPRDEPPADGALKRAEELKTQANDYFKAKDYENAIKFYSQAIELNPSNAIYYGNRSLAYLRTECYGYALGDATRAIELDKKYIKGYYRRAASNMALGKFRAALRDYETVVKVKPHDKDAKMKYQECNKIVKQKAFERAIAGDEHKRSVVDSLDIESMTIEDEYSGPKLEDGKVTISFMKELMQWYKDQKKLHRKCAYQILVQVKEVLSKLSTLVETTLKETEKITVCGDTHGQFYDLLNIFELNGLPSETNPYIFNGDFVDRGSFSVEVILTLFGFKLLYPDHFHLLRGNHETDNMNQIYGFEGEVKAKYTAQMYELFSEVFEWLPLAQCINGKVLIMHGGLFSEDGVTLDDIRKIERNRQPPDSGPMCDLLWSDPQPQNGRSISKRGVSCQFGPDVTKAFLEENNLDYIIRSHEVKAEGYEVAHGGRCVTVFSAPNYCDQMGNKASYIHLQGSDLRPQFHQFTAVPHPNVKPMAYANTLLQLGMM
PP1 inh – blocks human PP1-alpha phosphatase, a PP5 counter-screen. P62136. purified PP1alpha, OMFP fluorescence. inhibition, % at 6.7 µM. actives 0.9% (n = 320,000). AID 2235;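 active = inhibition above the mean inhibition of all tested compounds plus 3 SD, computed separately for each screening campaign, cut at about 15% in these data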
Target sequence (P62136 whole entry, looked up): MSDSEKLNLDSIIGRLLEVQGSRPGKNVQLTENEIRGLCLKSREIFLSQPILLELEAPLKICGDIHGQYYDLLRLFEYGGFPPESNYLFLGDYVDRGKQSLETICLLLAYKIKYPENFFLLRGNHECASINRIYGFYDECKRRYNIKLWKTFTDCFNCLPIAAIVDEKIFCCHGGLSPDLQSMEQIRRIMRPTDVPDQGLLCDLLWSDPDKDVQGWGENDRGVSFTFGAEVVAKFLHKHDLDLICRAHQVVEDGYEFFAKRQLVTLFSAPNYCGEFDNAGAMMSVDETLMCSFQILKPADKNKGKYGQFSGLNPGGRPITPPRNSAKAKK
PREPL inh – inhibitors of human prolyl oligopeptidase-like enzyme PREPL; inhibition, % at 5.96 µM; AID 2751; recombinant PREPL, fluorescence polarization activity-based probe; actives 0.68% (n = 320,000); Q4J6C6; in the data active = inhibition above about 43%;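 note: 0% = enzyme with DMSO and 100% = wells lacking enzyme; many of its hits are not listed in these tables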
core dimer inh – blocks dimerization of HCV core protein; TR-FRET GST/Flag-core106 dimerization, 1536-well; inhibition, % at 5 µM; actives 0.33% (n = 300,000); AID 1899;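 active = inhibition above the mean of all tested compounds plus 3 SD, set per screening campaign, cut at about 45% in these data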
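Material: Tagged HCV core106 pair (GST and Flag) | Amount: GST-core106 13.5 nM, Flag-core106 17 nM | Medium: KF-containing HEPES buffer, pH 7.45, DTT, CHAPS, BSA | Reagent: Eu donor and XL665 acceptor anti-tag antibodies | Schedule: 4 h at 22.5 °C | Technique: Time-resolved FRET, ex 340 nm, em 617 and 671 nm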
TPT1 inhibitor – inhibitors of Candida albicans tRNA 2'-phosphotransferase TPT1 | AID 1962 | inhibition, % at 5 µM | recombinant caTPT1, FP RNA substrate dephosphorylation | actives 0.81% (n = 300,000);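 active = inhibition above the mean of all tested compounds plus 3 SD, set per screening campaign, cut at about 24% in these data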;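 note: plate controls were DMSO alone for no effect and ferristatin control at 100 nM for full effect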
CTSL1 counter – cathepsin L1 inhibition, PFM18AAP counter-screen | recombinant F. hepatica cathepsin L1, Z-Leu-Arg-MCA fluorescence | inhibition, % at 5.96 µM | actives 0.49% (n = 300,000) | AID 1906;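 active = inhibition above the mean of all tested compounds plus 3 SD, set per screening campaign, cut at about 17% in these data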;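 note: 0% = plate median of test compound wells and 100% = 1 µM Z-Phe-Ala-diazomethylketone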
Efflux pump mplx – blocks antifungal efflux pumps in multiplex yeast assay | AID 485275 | actives 0.44% (n = 330,000) | S. cerevisiae Candida pump triplex, Nile Red efflux | inhibition, % at 10 µM;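 active = plate passing quality check with inhibition over a set limit, or well fluorescence over plate mean plus 4 SD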;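 note: Nile Red retained in pooled yeast measured as flow cytometry median fluorescence; 0% = buffer negative control and 100% = Enniatin B positive control; higher means more Nile Red kept so more efflux inhibition; some compounds called inactive have numbers as strong as hits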
LYPLA2 counter – LYPLA2 (human) inhibition in PME1 counter-screen | recombinant LYPLA2, FP-Rh probe fluorescence polarization | inhibition, % at 5.9 µM | O95372 | AID 2177 | actives 0.38% (n = 320,000);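 active = inhibition above the screen-wide mean plus 3 SD, limit set per campaign, cut at about 26% in these data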;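 note: 0% = LYPLA2 with DMSO and 100% = wells lacking LYPLA2 enzyme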
Target sequence (O95372 whole entry, looked up): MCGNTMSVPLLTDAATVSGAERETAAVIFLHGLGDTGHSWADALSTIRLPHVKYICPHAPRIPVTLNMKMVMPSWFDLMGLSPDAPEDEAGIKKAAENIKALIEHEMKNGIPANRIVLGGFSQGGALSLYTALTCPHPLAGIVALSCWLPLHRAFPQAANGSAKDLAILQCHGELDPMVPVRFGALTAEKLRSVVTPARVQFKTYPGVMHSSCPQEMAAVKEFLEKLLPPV
GASC-1 inh – inhibitors of human GASC-1 (JMJD2C) demethylase; Q9H3R0; GST-JMJD2C(1-420) H3K9me3 demethylation, DELFIA europium; inhibition, % at 2.35 µM; actives 0.069% (n = 330,000); AID 2099;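 active = more than half of a compound's replicate wells show inhibition beyond 50%, single wells judged on their own value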;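 note: signal counts dimethyl H3K9 product captured on neutravidin plate; 0% = median of DMSO wells and 100% = 0.3 times that DMSO median; strong numbers were not always called active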
An asterisk follows results filed as active; / = no result given; & = joins results of further samples.

SMILES	PP5 inh	PP1 inh	PREPL inh	core dimer inh	TPT1 inhibitor	CTSL1 counter	Efflux pump mplx	LYPLA2 counter	GASC-1 inh
C[C@H](NC(=O)c1nc[nH]c1C(=O)N1CCN(c2ccccc2)CC1)c1ccccc1	2.8	-4	13	/	/	/	0.9	1	6
CCc1c(C(=O)NNC(=S)NCC2CCCO2)csc1C (stereo not given)	-0.9	-4	2	6	0	-1	0.1	5	-12
S=C1SCN(Cc2ccccn2)CN1Cc1ccco1	0.1	-1	9	-5	-2	0	-0.1	-1	17
CCCCN1C(=O)N(C)C2NC(=O)NC21 (stereo not given)	0.8	0	16	-14	-2	4	-0.2	-4	20
O=C(CC1NC(=O)NC1=O)Nc1cccc2ccccc12 (stereo not given)	-0.5	-7	8	-1	-5	-2	-0.1	0	-11
CCCOc1ccc(C(=O)N2CCN(c3ccc(N)cc3Cl)CC2)cc1	1.5	5	5	5	-2	-1	0.1	8	1
CNS(=O)(=O)c1cccc(C(=O)OCC(=O)c2cc3ccccc3o2)c1	1.9	2	-4	3	2	4	-0.1	-1	/
CCOC(=O)C1(Cc2cccc(OC)c2)CCN(C/C=C/c2ccccc2)CC1	2.8	-1	-25	-16	6	-1	0.7	-5	-9
CN(CCC#N)C(=O)COc1ccc(Br)cc1Cl	-1.6	1	14	0	0	-2	-0.1	15	1
NC1=NN=C(N2N=C(c3ccc(Br)cc3)CC2(O)C(F)(F)F)n2ncnc2C1 (stereo not given)	2.3	0	13	-3	6	3	0.2	-4	10
COc1ccc(OCc2cc(C(=O)NCC3CCCCO3)no2)c(Cl)c1 (stereo not given)	-1.3	-7	8	-10	1	0	0.5	-7	-8
CN(C)C(=O)c1ccc(NC(=O)c2sccc2-c2ccccc2)cc1	-0.8	-3	7	10	1	-1	0.1	0	7
CS(=O)(=O)Nc1ccc(-c2cc(/C=C3\SC(N)=NC3=O)c[nH]c2=O)cc1	-0.8	-3	12	-6	-2	2	-0.2	-1	1
NNC(=O)CSc1ncc(-c2ccccc2)[nH]1	1.5	-6	-12	3	1	-2	0.1	1	-7
C/C=C/c1ccc(OCCNCc2ccccc2)c(OC)c1	-0.4	1	-5	-1	-5	1	-0.1	5	0
Cc1ccc(S(=O)(=O)N2C(=O)C(C)SC2=Nc2ccccc2)cc1 (stereo not given)	0.0	0	0	-3	3	-2	0.1	0	-6
CCOc1cc(-c2nc(C)c(C(C)=O)n2O)ccc1OCC(=O)Nc1ccccc1	1.5	-3	2	-2	0	6	0.0	5	0
CC1CCCC(C)N1C(=O)Cn1nnc(-c2ccccc2)n1 (stereo not given)	0.8	-4	1	16	-1	0	-0.1	-6	-23
CC(=O)SCCC(=O)N1C(C)CCCC1C(=O)O (stereo not given)	1.2	-2	1	-6	0	-2	-0.1	4	-11
CN1CCN(c2nc(-c3ccc(C(C)(C)C)cc3)nc3ccccc23)CC1	4.8	8	0	-10	2	-4	0.2	-4	6
CC/C(=N\NC(=O)C(N)=O)c1ccccc1O	-2.8	2	5	-1	12	-4	-0.2	1	5
Fc1ccc(CN2CCSCC2)cc1Br	2.6	-4	-2	0	2	1	0.2	-2	0
Cn1cccc1C(=O)NC(=O)COC(=O)c1cc(Cl)ccc1[N+](=O)[O-]	0.6	1	-1	7	4	2	0.0	2	8
COc1ccc2cc(CCl)c(Cl)nc2c1	0.8	4	2	16	0	-5	-0.1	2	3
COC(=O)C1=C(C)NC(=O)C1(NS(=O)(=O)c1ccc(NC(C)=O)cc1)C(F)(F)F (stereo not given)	1.0	1	10	-3	2	3	0.0	1	-5
COc1cc(/C=N/NC(=O)/C(=C/c2ccccc2)CCO)ccc1O	1.6	-3	10	-20	3	1	0.6	-8	33
CCOC(=O)N1CC(=O)Nc2ccc(Br)cc2C1c1ccccc1 (stereo not given)	2.7	7	14	4	-1	4	0.0	4	-17
N=c1c2c(-c3ccccc3)c(-c3ccccc3)n(Cc3ccco3)c2ncn1Cc1ccccc1	0.9	28*	22	1	-9	3	0.0	-2	-15
COc1ccc(N2CCN(S(=O)(=O)c3ccc4c(c3)CCCC4)CC2)c([N+](=O)[O-])c1	3.0	6	-8	13	2	-2	-0.1	4	2
COc1ccc(CNC(=O)c2noc(C)c2[N+](=O)[O-])cc1	2.0	-4	5	4	-1	5	0.1	5	4
Cc1ccc(C)c(Nc2nc(-c3ccncc3)nc3ccccc23)c1	4.2	3	2	0	1	-3	-0.4	0	9
CCOc1ccc(NC(=O)CCCCn2c(=O)[nH]c3ccsc3c2=O)cc1	-0.3	-3	3	-3	-3	-3	-0.1	3	-20
Cc1ccc(NC(=O)OCc2ccccc2S(C)=O)cc1 (stereo not given)	1.5	-4	-2	-1	-3	-2	0.0	3	-1
CN(CCCNC(=O)CCc1cn(C)c2ccccc12)C1CCCCC1	0.3	-3	17	-19	1	8	0.0	-8	-11
COc1ncccc1-c1nnn(-c2ccccc2Br)n1	0.7	-1	-8	6	-2	2	0.0	9	-4
Cn1c(SCC(=O)Nc2sc3c(c2C#N)CCC3)nnc1C1COc2ccccc2O1 (stereo not given)	3.7	2	27	-5	8	3	0.4	7	-5
O=C(O)c1cccc(Nc2nc(-c3ccccc3)nc3ccccc23)c1	3.6	0	-10	2	0	-1	0.0	-2	102
Cc1ccc(NC(=O)Cc2noc3ccccc23)nc1	1.2	2	13	-10	1	1	-0.1	6	-4
COc1cc2c(cc1OC)n(CC(=O)NC1CCCCCC1)n1c(C)cc(=O)nc21	1.0	-4	3	-5	-1	-2	-0.1	13	37
Cc1cc(Br)ccc1OCCOCCN1CCCC1	2.5	-1	22	-1	1	-1	0.1	2	1

Compound profiles (already shown):
`NNC(=O)CSc1ncc(-c2ccccc2)[nH]1` is listed with PP5 inh: 1.5; PP1 inh: -6; PREPL inh: -12; core dimer inh: 3; TPT1 inhibitor: 1; CTSL1 counter: -2; Efflux pump mplx: 0.1; LYPLA2 counter: 1; GASC-1 inh: -7
`CN(CCCNC(=O)CCc1cn(C)c2ccccc12)C1CCCCC1` is listed with PP5 inh: 0.3; PP1 inh: -3; PREPL inh: 17; core dimer inh: -19; TPT1 inhibitor: 1; CTSL1 counter: 8; Efflux pump mplx: 0.0; LYPLA2 counter: -8; GASC-1 inh: -11
`C/C=C/c1ccc(OCCNCc2ccccc2)c(OC)c1` is listed with PP5 inh: -0.4; PP1 inh: 1; PREPL inh: -5; core dimer inh: -1; TPT1 inhibitor: -5; CTSL1 counter: 1; Efflux pump mplx: -0.1; LYPLA2 counter: 5; GASC-1 inh: 0

Additional compounds:
SMILES	PP5 inh	PP1 inh	PREPL inh	core dimer inh	TPT1 inhibitor	CTSL1 counter	Efflux pump mplx	LYPLA2 counter	GASC-1 inh
C=CCn1c(SCC(=O)Nc2cc(OC)c(NC(=O)c3ccco3)cc2OC)nnc1-c1ccncc1	1.4	-1	5	2	3	2	0.0	3	-2
CCOC(=O)c1c(O)c(O)c(C(=O)OCC)n1-c1ccccc1	0.5	-1	8	-1	0	-4	0.1	4	8
CCCCOC(=O)c1nnc(-c2ccccc2)o1	-0.8	-1	20	-5	-6	0	0.0	4	9
CCOC(=O)NC1(C(F)(F)F)C(=O)NC(C)=C1C#N (stereo not given)	3.4	0	-2	-4	3	-3	0.0	-1	3
COC(=O)C1=C(O)/C(=C/c2ccc(OCC(=O)Nc3ccccc3)cc2)N=C1C	0.2	2	10	-7	19	3	-1.9	-2	0
CC(C)(C)c1ccc(OCCC(=O)OCC(=O)Nc2cccnc2Cl)cc1	1.3	1	4	0	1	-5	0.0	1	29
CC(=O)Nc1ccc(Oc2ncccn2)cc1	3.3	7	-6	-4	-1	0	-0.1	6	12
COc1cc(NS(=O)(=O)c2ccc(NC(=S)NC(=O)CC(C)C)cc2)nc(OC)n1	-2.3	-1	0	2	4	-1	0.1	4	-3
O=C(CCNC(=O)OCc1ccccc1)NC1CCCCC1	1.7	1	7	-7	1	1	0.2	-1	-10
C#CCOCCOCCOCCNc1nc(N2CCN(C(=O)[C@H](C(C)C)n3cc(CCO)nn3)CC2)nc(N2CCN(C(=O)[C@H](C(C)C)n3cc(CCO)nn3)CC2)n1	2.6	-1	-4	-7	3	0	-0.1	0	-15
C#CC(C)OC(=O)Nc1cnccc1C(F)(F)F (stereo not given)	1.5	0	8	-3	-4	-6	0.1	10	6
O=C(O)C1CC=CCC1C(=O)Nc1cccc(F)c1 (stereo not given)	3.4	-1	2	1	1	-4	0.1	-6	7
COc1ccc(Nc2ccc([N+](=O)[O-])c3nonc23)c(OC)c1	1.8	6	27	-46	0	6	-0.1	7	1
CCOC(=O)/C(=C/Nc1ccccc1)[N+](=O)[O-]	-3.9	-3	7	-2	-2	4	-0.1	6	-7
CCS(=O)(=O)c1nc(S(=O)(=O)c2ccc(C)cc2)c(N2CCC(O)CC2)s1	1.2	-3	4	0	2	-1	0.1	-2	-3
CSc1nnc(-c2cccc(NC(=O)c3ccccc3)c2)n1C	-0.2	4	-3	1	2	-2	-0.1	5	-1
COC(=O)c1cn(CC(=O)NCc2ccco2)c2ccccc12	0.6	0	6	3	-1	-1	-0.1	7	8
O=C(CNCc1ccc(F)cc1)Nc1ccc(C(=O)N2CCCCC2)cc1	1.7	4	-1	-4	-5	-2	0.1	5	-8
Cn1c(SCC(=O)NNC(=O)Cc2ccccc2)nnc1-c1ccc(Cl)cc1	1.3	-1	-15	-1	-2	-3	0.0	-4	19
O=C(COc1ccccc1Cl)NCCCNC(=O)c1cccnc1	1.9	0	-2	-6	0	-3	-0.1	1	-1
COC(=O)N/N=C/c1ccccc1OCc1ccccc1	-0.4	-4	-1	1	-1	4	0.6	0	3
O=C(NCCc1ccccc1)C1CC(=O)N(C2CCCCC2)C1 (stereo not given)	3.7	-3	5	-5	2	-3	0.0	7	5
Cc1cccc(C)c1NC(=O)COC(=O)CNC(=O)C1CCCCC1	1.7	-6	3	/	/	/	-0.2	6	/
CN1CCN(S(=O)(=O)c2ccccc2)CC1	1.4	-2	0	-5	-2	-2	-0.1	0	-4
Cc1cccc(C)c1-n1nnnc1SCSc1nnnn1-c1c(C)cccc1C	2.2	-2	7	4	3	6	0.0	-1	-40&-4
COc1cccc(-c2cc(C(F)(F)F)nc(-n3cncn3)n2)c1	-1.2	1	1	1	1	-3	0.1	8	10
C[C@@H]1CN(Cc2nc(Cc3ccccc3F)no2)C[C@H](C)O1	4.2	-5	7	-6	3	-5	0.2	-1	0
Cn1cc(C(=O)NC2CCCCCCC2)c(=O)c2cc(S(=O)(=O)N3CCCC3)ccc21	0.4	0	6	0	-1	1	0.2	0	0
CCCn1c(N)c(Br)c(=O)[nH]c1=O	-7.6	-1	-3	-6	2	-4	0.1	-4	8
[O-]C1=N/[N+](=C/c2ccccc2Cl)CC1	-1.0	-5	-11	2	-1	-3	0.1	3	-1
CC(=O)Nc1sc2c(c1CN1CCN(C)CC1)CCCC2	1.6	3	4	-6	-3	-8	0.0	5	33
Cc1cc(C)n(-c2ccc(C(=O)OCC(=O)Nc3ccc([N+](=O)[O-])cc3)cc2)n1	4.4	5	13	-11	-6	-2	-1.2	-4	-4
O=C(N1CCOCC1)N1c2ccccc2CC(N2CCOCC2)c2ccccc21 (stereo not given)	3.8	-2	-14	0	1	-5	0.0	6	/
CC(=O)N1c2ccc(S(=O)(=O)NCC3CCC(C(=O)Nc4ncccc4C)CC3)cc2CC1C (stereo not given)	-0.3	-4	1	3	-2	-2	0.0	-1	-3

An excerpt; count on the stated rates, not on these rows.
